# USP28 inh = inhibitors of human USP28 deubiquitinase; purified USP28, Ub-rhodamine cleavage fluorescence, 30 min; AID 1645857, 2021; Ubiquitin carboxyl-terminal hydrolase 28 (Homo sapiens), Q96RU2; 47,000 tested, 3% active; inhibition, % at 25 µM
# USP8 block = inhibitors of human USP8 deubiquitinase; purified USP8, Ub-rhodamine cleavage fluorescence, 30 min; Ubiquitin carboxyl-terminal hydrolase 8 (Homo sapiens), P40818; 47,000 tested, 4.2% active; inhibition, % at 20 µM; AID 1645853, 2021
# USP17 block = inhibitors of human USP17 deubiquitinase | Ubiquitin carboxyl-terminal hydrolase 17-like protein 5 (Homo sapiens), A8MUK1 | purified USP17, Ub-rhodamine cleavage fluorescence, 3 h | 47,000 tested, 6.5% active | inhibition, % at 50 µM | AID 1645855, 2021
# USP10 inh = inhibitors of human USP10 deubiquitinase; 47,000 tested, 1.1% active; AID 1645856, 2021; purified USP10, Ub-rhodamine fluorescence, 60 min; inhibition, % at 20 µM; Ubiquitin carboxyl-terminal hydrolase 10 (Homo sapiens), Q14694
# OTUD3 inh = inhibitors of human OTUD3 deubiquitinase. OTU domain-containing protein 3 (Homo sapiens), Q5T2D3. inhibition, % at 25 µM. purified OTUD3, Ub-rhodamine fluorescence, 2 h. 47,000 tested, 0.7% active
# USP30 block = inhibitors of human USP30 deubiquitinase; Ubiquitin carboxyl-terminal hydrolase 30 (Homo sapiens), Q70CQ3; purified USP30, Ub-rhodamine cleavage fluorescence; inhibition, % at 25 µM; 47,000 tested, 5.3% active; AID 1645860, 2021
# USP7 inh = inhibitors of human USP7 deubiquitinase. AID 1645854, 2021. inhibition, % at 20 µM. purified USP7, Ub-rhodamine cleavage fluorescence. Ubiquitin carboxyl-terminal hydrolase 7 (Homo sapiens), Q93009. 47,000 tested, 0.3% active
# Target sequence (Q93009 whole entry, looked up): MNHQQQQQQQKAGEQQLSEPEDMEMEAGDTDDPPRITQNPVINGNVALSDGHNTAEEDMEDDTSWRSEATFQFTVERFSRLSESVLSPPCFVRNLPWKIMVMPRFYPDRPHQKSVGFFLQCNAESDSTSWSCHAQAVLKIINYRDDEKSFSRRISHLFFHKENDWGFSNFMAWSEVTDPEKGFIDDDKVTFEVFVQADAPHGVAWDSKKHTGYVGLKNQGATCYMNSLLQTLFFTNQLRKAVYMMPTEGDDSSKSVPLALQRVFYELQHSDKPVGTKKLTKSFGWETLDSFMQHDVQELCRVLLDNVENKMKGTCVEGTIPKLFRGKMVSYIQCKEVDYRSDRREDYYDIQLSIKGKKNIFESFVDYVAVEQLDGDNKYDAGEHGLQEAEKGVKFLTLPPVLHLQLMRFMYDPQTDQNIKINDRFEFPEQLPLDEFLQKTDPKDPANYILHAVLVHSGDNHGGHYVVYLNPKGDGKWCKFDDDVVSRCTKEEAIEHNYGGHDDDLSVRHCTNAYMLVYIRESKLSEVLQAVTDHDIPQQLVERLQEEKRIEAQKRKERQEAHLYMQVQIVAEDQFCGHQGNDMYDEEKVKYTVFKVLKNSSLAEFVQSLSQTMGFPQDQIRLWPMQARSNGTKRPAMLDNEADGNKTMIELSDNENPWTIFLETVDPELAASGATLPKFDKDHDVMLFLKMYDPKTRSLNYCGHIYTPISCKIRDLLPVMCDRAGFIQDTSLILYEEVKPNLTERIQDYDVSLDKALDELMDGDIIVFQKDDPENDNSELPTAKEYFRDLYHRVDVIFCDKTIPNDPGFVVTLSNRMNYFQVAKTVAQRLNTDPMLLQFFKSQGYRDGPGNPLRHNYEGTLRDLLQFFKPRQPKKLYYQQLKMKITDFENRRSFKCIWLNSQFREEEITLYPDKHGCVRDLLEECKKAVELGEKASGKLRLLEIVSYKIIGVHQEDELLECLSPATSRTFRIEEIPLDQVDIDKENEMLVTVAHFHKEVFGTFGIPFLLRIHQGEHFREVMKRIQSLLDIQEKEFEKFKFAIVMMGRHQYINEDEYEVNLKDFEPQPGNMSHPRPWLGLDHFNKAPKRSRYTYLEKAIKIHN
# UCHL1 block = inhibitors of human UCHL1 deubiquitinase; Ubiquitin carboxyl-terminal hydrolase isozyme L1 (Homo sapiens), P09936; purified UCHL1, Ub-rhodamine cleavage fluorescence; inhibition, % at 20 µM; 47,000 tested, 0.2% active; AID 1645859, 2021
# * = called active by the depositor; . = no result given. Cut-off read from the data, not from the text of the source: active = inhibition above about 30%; inactive = the rest.
# Labels used below: A = USP28 inh; B = USP8 block; C = USP17 block; D = USP10 inh; E = OTUD3 inh; F = USP30 block; G = USP7 inh; H = UCHL1 block
CCc1ccc(C)nc1N
  A: 5; B: 19; C: 9; D: 0; E: 13; F: 16; G: 2; H: 1
COc1cccc(N2CCN(C(=O)C3CCN(c4ncnc5onc(C)c45)CC3)CC2)c1
  A: -4; B: -2; C: -20; D: -3; E: -10; F: -3; G: -3; H: -4
CC1(C)Cc2cccc(OC(=O)NCCc3ccc(Cl)cc3)c2O1
  A: -3; B: -1; C: 5; D: 0; E: -2; F: 9; G: -46; H: 0
CC(=O)Nc1ccc(C2(C(=O)NCc3ccc4c(c3)OCO4)CCC2)cc1
  A: -1; B: -1; C: -8; D: -4; E: -1; F: -14; G: -2; H: -5
Cn1nc(-c2ccccc2)cc1C(=O)N1CCc2nc(NC(=O)c3ccco3)sc2C1
  A: 7; B: -74; C: 4; D: -3; E: 6; F: -6; G: 2; H: 5
CCOc1ccccc1NC(=O)Cn1c(=O)n(CCCC(=O)NCc2ccc(C)cc2)c(=O)c2sccc21
  A: 36*; B: 47*; C: 83*; D: 56*; E: 13; F: 37*; G: 36*; H: 6
Cn1ccnc1CN1CCC([C@@H]2OC(C)(C)C3CC2[C@](C)(O)[C@@H](O)C3)CC1 (stereo partly specified)
  A: 16; B: 0; C: .; D: 5; E: 15; F: 32*; G: 4; H: 1
O=c1c2[nH]c3ccc(Br)cc3c2ncn1CCN1CCCC1
  A: 1; B: -4; C: 6; D: -1; E: -9; F: 2; G: -120; H: 0
O=C(Nc1cccc(Cl)c1)C1Cn2ccnc2C2(CCN(c3ncc(F)cn3)CC2)O1 (stereo unspecified)
  A: -19; B: -61; C: -23; D: -3; E: -14; F: -30; G: -6; H: -4
CCN1C(=O)c2cc(NC(=O)c3ccc(F)cc3)ccc2Oc2ccccc21
  A: 45*; B: 19; C: 14; D: 8; E: 14; F: 23; G: 11; H: 9
COc1ccccc1CNCc1c(C(=O)O)c(C)n(-c2ccccc2)c1C
  A: 5; B: 28; C: 7; D: -5; E: 0; F: -2; G: 1; H: -1
CC(C)(C)c1noc(-c2ccc(-n3cnc(C(=O)N4CCOCC4)c3)nc2)n1
  A: 3; B: 9; C: 3; D: 6; E: 5; F: 11; G: 0; H: 0
CC(C)(C)NCc1cc(Cl)ccc1OCc1cccs1
  A: -2; B: 3; C: -13; D: 1; E: -2; F: 12; G: -4; H: -3
COc1ccc2c3c(c(=O)n(C)c2c1)C(=O)CC(=O)O3
  A: -15; B: -34; C: -1; D: -1; E: -6; F: -18; G: 3; H: -1
O=C(NC1CCCCC1)c1cn(-c2ccc(NC(=O)C3CC3)cn2)cn1
  A: -6; B: -4; C: 8; D: -3; E: -4; F: -5; G: 0; H: -3
CCN1C(=O)c2ccccc2S(=O)(=O)c2ccc(C(=O)N3CCN(c4cccc(C)c4)C(C)C3)cc21 (stereo unspecified)
  A: -6; B: -8; C: -15; D: 6; E: -16; F: -1; G: 0; H: 3
O=C(c1ccc(F)cc1F)N1CCc2nc3ccncc3cc2C1
  A: -43; B: -8; C: -60; D: -3; E: -45; F: -186; G: -3; H: -2
CNC(=O)[C@@H]1C[C@@H]2CN(C(=O)Nc3ccc(C)cc3)CCN2[C@@]12C(=O)Nc1ccccc12
  A: 14; B: 14; C: 8; D: 0; E: 0; F: 18; G: 0; H: 4
Cc1ccc(NC(=O)Cc2nnc3c(-c4nc(C5CC5)no4)cccn23)c(C)c1
  A: -8; B: 65*; C: 5; D: 8; E: -13; F: 4; G: 7; H: 9
Cc1cc(C)n(C(C)CC(=O)Nc2ccc(-c3nc4ccccc4[nH]3)cc2)n1 (stereo unspecified)
  A: -15; B: -14; C: -29; D: 1; E: -18; F: -15; G: -2; H: -2
CNC(=O)C1CN(C(=O)c2cccc(OC)c2)CC12CCCC2 (stereo unspecified)
  A: 1; B: 0; C: 2; D: 0; E: 3; F: 9; G: 0; H: 0
COc1ccc(OCCn2c(C3CC(=O)N(c4cccc(C)c4)C3)nc3ccccc32)cc1 (stereo unspecified)
  A: 7; B: 11; C: 76*; D: 17; E: 7; F: 34*; G: 7; H: 3
COc1cccc(CNC(=O)Cn2c(C)nc3onc(C)c3c2=O)c1
  A: -7; B: -1; C: 4; D: 4; E: 0; F: 9; G: 3; H: 0
NS(=O)(=O)c1ccc(Cl)c(C(=O)OCc2csc(Nc3ccccc3)n2)c1
  A: 71*; B: 16; C: 10; D: -2; E: 10; F: 6; G: -9; H: 3
COc1ccc(/C(C#N)=C/c2c(C(F)(F)F)nn(C)c2Cl)cc1OC
  A: -2; B: 0; C: 5; D: 0; E: 0; F: -2; G: 3; H: 2
CCn1cc(C(=O)NC2CCCCCC2)c(S(=O)(=O)N2CCCCC2)n1
  A: -15; B: -41; C: -15; D: -3; E: -7; F: -15; G: -18; H: -4
CC(C)N1CC[C@@H]2[C@H]1C(=O)NC[C@H](CCC(=O)N1CCN(c3ccccc3)CC1)N2C
  A: 4; B: 20; C: -61; D: -3; E: 4; F: -3; G: -5; H: 0
O=C(c1cnn(-c2ccc([N+](=O)[O-])cc2)c1C1CCNCC1)N1CCN(c2ncccn2)CC1
  A: -12; B: -262; C: -42; D: -1; E: -3; F: -44; G: -2; H: -5
O=C(COc1ccc(Cl)cc1)N1CCC(c2nc3ccccc3o2)CC1
  A: -22; B: 0; C: 0; D: -7; E: 2; F: -60; G: -21; H: 0
O=C1CCC[C@@H]2[C@H](C[C@H](c3ccccc3)N2C(=O)CCc2nc3ccccc3s2)N1
  A: 12; B: 4; C: 23; D: 3; E: -4; F: -84; G: -59; H: 4

# Four entries from above, ordered by the value under OTUD3 inh, descending:
# Labels used below: A = USP28 inh; B = USP8 block; C = USP17 block; D = USP10 inh; E = OTUD3 inh; F = USP30 block; G = USP7 inh; H = UCHL1 block
NS(=O)(=O)c1ccc(Cl)c(C(=O)OCc2csc(Nc3ccccc3)n2)c1
  A: 71*; B: 16; C: 10; D: -2; E: 10; F: 6; G: -9; H: 3
O=C1CCC[C@@H]2[C@H](C[C@H](c3ccccc3)N2C(=O)CCc2nc3ccccc3s2)N1
  A: 12; B: 4; C: 23; D: 3; E: -4; F: -84; G: -59; H: 4
Cc1cc(C)n(C(C)CC(=O)Nc2ccc(-c3nc4ccccc4[nH]3)cc2)n1 (stereo unspecified)
  A: -15; B: -14; C: -29; D: 1; E: -18; F: -15; G: -2; H: -2
O=C(c1ccc(F)cc1F)N1CCc2nc3ccncc3cc2C1
  A: -43; B: -8; C: -60; D: -3; E: -45; F: -186; G: -3; H: -2

# (listing goes on)
# Labels used below: A = USP28 inh; B = USP8 block; C = USP17 block; D = USP10 inh; E = OTUD3 inh; F = USP30 block; G = USP7 inh; H = UCHL1 block
Cc1[nH]c2ccc(C(=O)N3CCC(O)(CN(C)C)C3)cc2c1C (stereo unspecified)
  A: 2; B: 5; C: -1; D: -4; E: 1; F: 0; G: 3; H: 0
COc1ccccc1CNC(=O)[C@@H]1C[C@]2(C)N[C@@]1(C)C(C)(C)OC2=O
  A: -13; B: 3; C: 3; D: -1; E: -3; F: -1; G: 0; H: -3
O=C(NCc1ccccc1)C1CC(c2ccc(Cl)cc2)=NO1 (stereo unspecified)
  A: -2; B: 2; C: 12; D: 0; E: -3; F: -17; G: -7; H: -2
CCN1CCC2(CN(C(C)=O)CC23CCN(C(=O)c2cccc(Cl)c2)CC3)C1=O (stereo unspecified)
  A: 0; B: -12; C: -2; D: 1; E: 2; F: 3; G: 6; H: 2
Cc1cc(C)c2c(=O)n(CC(=O)Nc3ccccc3F)c(=O)n(C)c2n1
  A: -33; B: -3; C: -14; D: -1; E: -22; F: -90; G: -1; H: -7
CC1CCN(S(=O)(=O)c2ccc3ncn(CC(=O)Nc4ccc(F)cc4F)c(=O)c3c2)CC1
  A: 5; B: 14; C: 11; D: 12; E: 9; F: 11; G: 7; H: 2
Cc1cc(C(=O)N2CCN(C3CCN(Cc4cc5ccccc5o4)CC3)C(=O)C2)nn1C
  A: -2; B: 2; C: -7; D: -3; E: 0; F: -4; G: -4; H: -1
CC(=O)N1CCc2cc(CNC(=O)Nc3cc(C)ccc3C)ccc21
  A: 13; B: -1; C: 43*; D: -2; E: 12; F: 67*; G: 1; H: 2
COc1ccc(C)cc1NC(=O)c1ccc(-c2cncnc2)nc1
  A: -15; B: -7; C: -13; D: -7; E: -13; F: -31; G: -8; H: -8
CCOC(=O)c1sc(C#N)c2c1CC(C)(C)CC2=O
  A: 5; B: -6; C: -3; D: -1; E: 9; F: 7; G: -35; H: 0
CCCNc1cc(N2CCCC(CCC(=O)Nc3ccc(C)cc3C)C2)ncn1 (stereo unspecified)
  A: 0; B: -208; C: -37; D: -2; E: 3; F: 0; G: -1; H: 0
CC(=O)Nc1ccc(NC(=O)CCC(=O)OCC(=O)c2cccc([N+](=O)[O-])c2)cc1
  A: -13; B: -122; C: -20; D: 0; E: -1; F: 1; G: 0; H: -4
CCC1(CC)Oc2ccc(C(=O)CCN(C)C)cc2O1
  A: 14; B: 32*; C: 7; D: 6; E: 27; F: 35*; G: 7; H: 2
COCCn1ccc2ccn(Cc3nc(-c4cccnc4)no3)c(=O)c21
  A: -20; B: 56*; C: 26; D: -4; E: -39; F: -170; G: 9; H: 5
Cc1cncc(C(=O)N2CCC3(CC2)CO[C@@H]2c4cc(Cl)ccc4OC(C)(C)[C@H]2C3)c1
  A: -11; B: -19; C: -17; D: -4; E: -10; F: -15; G: -9; H: 3
COc1cccc(CN2C[C@@]34CN(C(=O)c5cc(C)on5)C[C@@H](C[C@@H]3S2(=O)=O)O4)c1
  A: 16; B: -5; C: 0; D: 2; E: 17; F: 8; G: 2; H: 3
COc1cccc(CNC(=O)CCc2ccc3nc(NC(=O)C(C)C)sc3c2)c1
  A: -5; B: -11; C: -7; D: 6; E: -3; F: 0; G: 0; H: 1
CCCOc1ccc(/C(O)=C2\C(=O)C(=O)N(CCN(C)C)C2c2ccc(C)o2)cc1 (stereo unspecified)
  A: -21; B: -5; C: -20; D: -7; E: -23; F: -109; G: -8; H: -9
Cc1cc(NC(=O)c2nnn(-c3ccc(Cl)cc3)c2C)no1
  A: 7; B: 13; C: 9; D: 5; E: 11; F: 17; G: -23; H: 3
O=C(Nc1ccc(N2CCCCC2)cc1)c1ccccc1Cl
  A: -14; B: 15; C: 3; D: -2; E: -6; F: -27; G: -2; H: 0
N[C@@H]1C[C@@H](Oc2cccnc2)[C@H](O)[C@H]1N1CCCCC1
  A: -7; B: -1; C: 5; D: 1; E: -2; F: 0; G: 0; H: 0
O=C(NC1CCN(c2nnc3ccc(Cl)cn23)CC1)c1cccc(F)c1
  A: -10; B: -15; C: 1; D: -1; E: -3; F: 8; G: 1; H: -3
CCn1cc(CN2CCN(S(C)(=O)=O)CC(C(N)=O)C2)c(C)n1 (stereo unspecified)
  A: -16; B: 0; C: -8; D: 3; E: -2; F: -12; G: 1; H: -3
O=C1CCCN1CC(=O)N1CCCC1c1ccccc1 (stereo unspecified)
  A: -11; B: 5; C: -12; D: -2; E: -2; F: -4; G: -1; H: 0
COc1ncccc1CN(C)C(=O)Cc1c[nH]c2ccccc12
  A: 6; B: -1; C: 0; D: 0; E: 2; F: 22; G: 1; H: 2
Clc1cc(-c2nc(-c3cccc(-c4ccn[nH]4)c3)no2)ccn1
  A: 1; B: 1; C: 41*; D: 1; E: -2; F: 5; G: 6; H: 3
CCOc1ccccc1NC(=O)C(=O)CC(=O)c1cccc(OC)c1
  A: -1; B: -83; C: 1; D: -1; E: -12; F: -43; G: 1; H: -2
COc1ccc(S(=O)(=O)c2cnc3cc(OC)c(OC)cc3c2Nc2ccc(F)cc2)cc1
  A: 10; B: -34; C: -16; D: -2; E: -12; F: -19; G: 1; H: 0
Cc1cc(C)cc(OC(C)C(=O)Nc2ccc3nsnc3c2)c1 (stereo unspecified)
  A: 7; B: 24; C: 13; D: 6; E: 3; F: 5; G: -5; H: 1
COc1cc2[nH]c(=O)n(Cc3ccc(C(=O)N4CCN(c5ccccn5)CC4)cc3)c(=O)c2cc1OC
  A: 3; B: 1; C: -4; D: 1; E: 5; F: 10; G: .; H: 4
CC1CCCN(c2ncc(S(C)(=O)=O)c(C3CCN(C(=O)c4cnccn4)CC3)n2)C1 (stereo unspecified)
  A: -11; B: 0; C: -4; D: 0; E: -8; F: -2; G: -3; H: -7
Cc1nc(N2CCOCC2)ncc1-c1cc(=O)[nH]c(N2CCN(c3ccccc3)CC2)n1
  A: 0; B: 15; C: 1; D: -1; E: 4; F: 6; G: 0; H: -2

# A few values from the results shown:
# For OTUD3 inh, CC(=O)Nc1ccc(C2(C(=O)NCc3ccc4c(c3)OCO4)CCC2)cc1 reads -1
# For USP10 inh, O=C(c1ccc(F)cc1F)N1CCc2nc3ccncc3cc2C1 reads -3
